Jurkat NFkB inh: inhibitors of the PMA/ionomycin-induced NF-kB reporter in Jurkat cells. 0.53% of 330,000 active. inhibition, % at 4 µM. PMA/ionomycin-induced NF-kB luciferase reporter, luminescence; in the data active = inhibition above about 50%
697 NFkB inh: inhibitors of the PMA/ionomycin-induced NF-kB reporter in 697 B cells. AID 435022. inhibition, % at 4 µM. 0.33% of 330,000 active. 697 B-cell NF-kB luciferase reporter, 16 h; in the data active = inhibition above about 35%
CXCR6 block: CXCR6 (human) receptor inhibition; O00574; CHO-K1 PathHunter CXCR6 beta-arrestin, luminescence; inhibition, % at 20 µM; 0.36% of 360,000 active; AID 602244; in the data active = inhibition above about 34%, passing the limit was not always enough;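 also: antagonist mode with CXCL16 agonist at 10 nM final; 0% = 10 nM CXCL16 with DMSO and 100% = unstimulated wells without agonist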
Target sequence (O00574 whole entry, looked up): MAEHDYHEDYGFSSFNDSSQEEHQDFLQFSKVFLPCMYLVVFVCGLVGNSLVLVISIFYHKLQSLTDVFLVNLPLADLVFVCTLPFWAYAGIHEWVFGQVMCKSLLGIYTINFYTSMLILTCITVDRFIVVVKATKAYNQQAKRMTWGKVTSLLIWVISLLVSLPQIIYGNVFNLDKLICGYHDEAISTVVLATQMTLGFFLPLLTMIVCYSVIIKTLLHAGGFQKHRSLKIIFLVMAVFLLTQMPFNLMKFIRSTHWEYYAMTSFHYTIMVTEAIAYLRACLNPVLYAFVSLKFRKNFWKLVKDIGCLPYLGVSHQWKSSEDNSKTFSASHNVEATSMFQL
CHOP UPR activ: activators of apoptotic arm of unfolded protein response (CHOP). CHO-CHOP luciferase reporter, UPR activation, luminescence; percent of tunicamycin response over DMSO baseline. activation, % at 10 µM. 0.34% of 330,000 active. AID 449763;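 active = at 10 µM dose, activation of 40% or more, normalized to positive control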;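 also: 100% = tunicamycin at 10 µg/mL and 0% = DMSO alone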
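measured by = luciferase luminescence | assay system = CHO-CHOP cells, stable luciferase reporter of PERK-eIF2a-CHOP signalling | amount = 500 reporter cells seeded per well | timing = 6 h compound exposure at 37 °C after overnight seeding | controls = positive tunicamycin 10 µg/mL, negative DMSO alone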
XBP1 UPR activ: activators of adaptive arm of unfolded protein response (XBP1); activation, % at 20 µM; 0.33% of 330,000 active; CHO-XBP1 luciferase reporter, IRE1-XBP1 UPR activation, luminescence; percent of tunicamycin response, DMSO as zero;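 active = versus positive control, 20 µM dose yields 30% or more activation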;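 also: 100% = tunicamycin at 10 µg/mL and 0% = DMSO only wells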
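Material – CHO cell line with stable XBP1 luciferase reporter · Buffer or medium – F12 plus 10% FBS · Compound – single point, 20 µM final compound, 1% DMSO · Schedule – 16-18 h cell attachment at 37 °C, then 6 h compound exposure · Signal – Steady-Glo luminescence read · Benchmarks – high control tunicamycin 10 µg/mL final, low control DMSO vehicle only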
Mdm2-MdmX inh: inhibitors of human Mdm2/MdmX interaction | O15151+Q00987 | SaOS-2 split-luciferase Mdm2/MdmX complementation, luminescence | inhibition, % at 8 µM | 3% of 330,000 active | AID 485346;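 active = inhibition of at least 50% at 8 µM in the primary screen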
Gli-Sufu antag: blocks Gli-Sufu signaling in a luciferase reporter; Sufu-KO-LIGHT fibroblasts, Gli luciferase reporter luminescence; inhibition, % at 5 µM; 0.74% of 340,000 active; AID 588413;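 active = inhibition above about 55%, limit read from the data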;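 also: 0% = DMSO-treated cells and 100% = wells with medium but no cells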
CCR6 antag: CCR6 (human) receptor antagonism; P51684; inhibition, % at 20 µM; AID 493098; 0.49% of 340,000 active; CHO-K1 CCR6 PathHunter beta-arrestin, luminescence, CCL20-stimulated;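 active = compounds whose inhibition of the agonist-driven luminescence signal at 20 µM reaches about 50%, limit read from the data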;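 also: cells stimulated with CCL20 at 14 nM final; plate controls were DMSO with CCL20 for no effect and DMSO without agonist for full effect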
EBI2 antag: EBI2 (human) antagonism; P32249; 0.81% of 360,000 active; EBI2 beta-arrestin recruitment, luminescence, 7a,25-OHC stimulated; AID 651636; inhibition, % at 5 µM; in the data active = inhibition above about 38%;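 also: enzyme fragment complementation signal reports receptor beta-arrestin coupling in cells; 0% = agonist plus DMSO wells and 100% = wells without agonist; some results beyond the cut were filed as inactive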
Target sequence (P32249 whole entry, looked up, the tested form may be a part): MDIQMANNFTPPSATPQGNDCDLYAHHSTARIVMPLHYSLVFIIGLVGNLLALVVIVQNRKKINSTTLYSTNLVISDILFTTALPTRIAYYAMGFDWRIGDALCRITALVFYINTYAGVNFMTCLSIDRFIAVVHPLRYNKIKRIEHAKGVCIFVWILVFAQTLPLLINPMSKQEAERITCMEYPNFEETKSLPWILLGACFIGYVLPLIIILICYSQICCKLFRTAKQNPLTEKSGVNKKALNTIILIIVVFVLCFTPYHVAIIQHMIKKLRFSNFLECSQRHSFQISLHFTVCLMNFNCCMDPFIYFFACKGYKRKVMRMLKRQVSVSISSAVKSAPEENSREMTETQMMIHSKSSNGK
The depositor's hits bear a star; nt = no result given; & = joins results of further samples.

#	molecule	Jurkat NFkB inh	697 NFkB inh	CXCR6 block	CHOP UPR activ	XBP1 UPR activ
1	S=C(NCCN1CCOCC1)Nc1ccc(Br)cc1	15	-3	-6	-0.3	-2
2	COc1ccc(NC(=O)CSc2ccc3c(c2)OCCO3)cc1	3	13	2	-0.1	-1
3	Cc1cccc(NC(=S)NC2CCCCCC2)c1C	-11	-3	6	-0.1	0
4	COCC(C)n1c(SCc2cc(=O)n3cc(C)ccc3n2)nc2ccccc2c1=O (stereo unspecified)	2	-11	-5	0.3	10
5	COC(=O)C(C)N(C#N)c1nc(C)nc(C)n1 (stereo unspecified)	-4	1	-2	-1.7	-1
6	Cc1ccnc(S(=O)(=O)Cc2ccc([N+](=O)[O-])cc2)n1	-12	-33	3	0.7	-4
7	CN(C)c1ccc(C(CNC(=O)c2ccco2)N2CCCC2)cc1 (stereo unspecified)	-6	-3	-8	5.0	-1
8	Cc1ccccc1Cn1cc(NC(=O)CSc2nc3c(c(C(F)(F)F)n2)CCc2ccccc2-3)cn1	5	18	6	1.0	0
9	C[N+](C)(C)c1ccc(/C=N/Nc2nc(Cl)c(C#N)c(Cl)c2Cl)cc1	nt	nt	9	nt	nt
10	CCN(CC)CCNC(=O)Cc1c(C(=O)O)n(C)c2ccccc12	5	15	-8	-2.3	-4
11	O=C(Cn1c2ccc(F)cc2c2nc3n(c(=O)c21)CCS3)NC1CCCC1	-16	-28	7	1.4	-5
12	O=C(NCCCN1CCN(c2ccccc2F)CC1)Nc1ccc(F)cc1	-16	10	2	0.8	-2
13	CN(CC(=O)Nc1cccc(F)c1)C(=O)C1CCN(C(=O)c2ccc(Cl)cc2)CC1	3	11	-5	2.0	-4
14	COc1cc(S(=O)(=O)n2ccc(C)n2)ccc1Cl	3	1	29	1.3	-1
15	O=S(=O)(NCC(c1ccccc1)N1CCNCC1)c1ccc(Cl)cc1 (stereo unspecified)	4	2	4	4.4	3

#	Mdm2-MdmX inh	Gli-Sufu antag	CCR6 antag	EBI2 antag
1	5	2	-7	-22
2	19	1	0	-12
3	2	2	7	3
4	51*	4	3	-2
5	-5	-13	-2	-9
6	-28	-1	8	-11
7	12	-6	1	-4
8	13	6	6	15
9	nt	6	30	-6
10	-19	-2	11	-1
11	-25	-5	-2	4
12	6	0	-9	-1
13	-5	-4	12	15
14	-6	10	0	2
15	28	13	2	-8

Reprinted from the part before: three entries, followed by the next part.
#	molecule	Jurkat NFkB inh	697 NFkB inh	CXCR6 block	CHOP UPR activ	XBP1 UPR activ
13	CN(CC(=O)Nc1cccc(F)c1)C(=O)C1CCN(C(=O)c2ccc(Cl)cc2)CC1	3	11	-5	2.0	-4
14	COc1cc(S(=O)(=O)n2ccc(C)n2)ccc1Cl	3	1	29	1.3	-1
15	O=S(=O)(NCC(c1ccccc1)N1CCNCC1)c1ccc(Cl)cc1 (stereo unspecified)	4	2	4	4.4	3
16	O=C(COC(=O)c1cc(Cl)ccc1O)NCC1CCCO1 (stereo unspecified)	7	-2	-9	-0.3	4
17	CCCCC(CC)COC(=O)C(C#N)=C(c1ccccc1)c1ccccc1 (stereo unspecified)	4	-2	12	-0.2	-5
18	CC(Nc1ccc(S(=O)(=O)N2CCN(C)CC2)cc1[N+](=O)[O-])c1ccccc1 (stereo unspecified)	12	1	10	-0.7	2
19	O=C(CSc1nnc(-c2cccs2)o1)OC1CCCCC1	-1	-13	2	0.7	0
20	CC1CCCCC12NC(=O)N(CC(=O)NCCc1ccc(F)cc1)C2=O (stereo unspecified)	3	4	-1	-1.2	-1
21	CC(=O)Nc1ccc(S(=O)(=O)N2CCOCC2)cc1	1	11	1	-2.2	-1
22	CCOc1cc(C(C#N)N2CCOCC2)ccc1OC (stereo unspecified)	5	8	5	-1.0	-2
23	C[C@@H]1NC(=O)[C@@]2(C)[C@@H](c3ccccc3)[C@H]3COc4ccc(Cl)cc4[C@@H]3N2C1=O	7	-2	-12	-1.2	-4
24	O=S(=O)(c1ccccc1)N1CCN(Cc2ccccc2)CC1	13	-5	1	2.2	-4
25	COc1ccc(C2C(C#N)=C(N)N(c3ncn[nH]3)C3=C2C(=O)CCC3)cc1 (stereo unspecified)	-2	-8	-4	0.3	-1
26	CCOC(=O)c1ccc(N2C(=O)CC(Sc3ncccn3)C2=O)cc1 (stereo unspecified)	8	8	-2	0.6	0
27	Cc1cccc(C)c1NC(=O)CNC(=O)C(C)N1CCN(c2cccc(Cl)c2)CC1 (stereo unspecified)	-16	6	6	-0.3	-5
28	Cc1ccccc1NCc1nc2ccccc2n1C	-140	-187	4	6.9	0
29	Cc1ccc(NC(=S)N(CCCN2CCC(C)CC2)Cc2ccco2)cc1	6	10	4	-0.2	-1
30	CCCNC(=O)N1CCCC(C(=O)c2cccc(Cl)c2)C1 (stereo unspecified)	-6	-3	-6	0.7	0

#	Mdm2-MdmX inh	Gli-Sufu antag	CCR6 antag	EBI2 antag
13	-5	-4	12	15
14	-6	10	0	2
15	28	13	2	-8
16	3	1	6	-4
17	21	17	29	15
18	16	15	10	-10
19	4	-2	-9	-6
20	-6	-12	5	-15
21	-1	-3	-13	3
22	27	-21	-5	-8
23	24	-11	11	-12
24	10	1	17	0
25	20	0	-5	11
26	6	3	6	-6
27	30	-3	1	4
28	-184	-84	10	-5
29	0	19	10	-4
30	6	3	10	7

Carrying on.
#	molecule	Jurkat NFkB inh	697 NFkB inh	CXCR6 block	CHOP UPR activ	XBP1 UPR activ
31	O/N=C/c1cc(Br)ccc1OCc1cccc(F)c1	-17	-14	-4	7.9	4
32	O=C(CSc1nnc(COc2ccccc2Cl)o1)NC(=O)NCc1ccco1	1	12	-5	-3.7	-5
33	COc1ccc(/C=N/NC(=O)c2ccc(NC(=O)c3cccc([N+](=O)[O-])c3)cc2)c(C(=O)O)c1OC	2	1	-1	1.4	0
34	CCCCC(O)(c1ccc(CC)cc1)C(CN1CCOCC1)c1ccccc1 (stereo unspecified)	20	1	10	1.0	-1
35	CN1CCC(N(C)C(=O)/C(C#N)=C\c2ccc(OC(F)F)cc2)CC1	nt	nt	9	nt	nt
36	CCN1CCN(Cc2ccc(NC(=O)c3cc(NC(=O)C(=O)c4c[nH]c5ccccc45)cc(OC)c3)cc2C(F)(F)F)CC1	9	-22	8&-2	7.0	9
37	c1ccc2c(c1)Cn1nnnc1-2	-10	-5	-6	-0.6	-2
38	CCOC(=O)c1ccc(NC(=O)c2nc[nH]c2C(=O)N2CCN(C(=O)OC(C)(C)C)CC2)cc1	7	2	nt	1.9	-2
39	O=[N+]([O-])c1ccc(N2CCN(C(=S)Nc3ccc(F)cc3F)CC2)cc1	4	-18	10	-0.2	-2
40	COc1c2c(cc3c1C(CC(O)Cc1ccccc1)N(C)CC3)OCO2 (stereo unspecified)	7	-4	5	3.5	0
41	COc1cc(NC(=O)C2CC(=O)NC3=C2C(=O)CCC3)c(OC)cc1Cl (stereo unspecified)	-14	-11	10	-0.2	-1
42	NS(=O)(=O)c1ccc(CCNC(=O)c2ccc(Cl)s2)cc1	-2	13	0	1.2	-1
43	CC(=O)Nc1ccc(C(=O)OCC(=O)N2CCCC2=O)cc1	1	8	-4	1.4	1
44	Cc1ccccc1NCc1ccc([N+](=O)[O-])s1	2	10	4	3.9	1
45	O=C(CSc1cccc[n+]1[O-])Nc1cc(Cl)ccc1[N+](=O)[O-]	-11	5	-20	0.6	0

#	Mdm2-MdmX inh	Gli-Sufu antag	CCR6 antag	EBI2 antag
31	-25	-5	24	5
32	17	5	13	-1
33	7	20	17	-11
34	24	3	30	16
35	nt	-18	9	9
36	99*	20	12	-6&1
37	23	-4	1	-4
38	19	nt	nt	nt
39	13	34	36	0
40	-5	13	3	11
41	11	-5	16	-16
42	20	13	1	-4
43	-8	6	14	4
44	-17	-11	13	1
45	19	-1	-5	-7

4 compounds from above, sorted by the number in CXCR6 block, low to high.
cpd	SMILES	CXCR6 block
1	S=C(NCCN1CCOCC1)Nc1ccc(Br)cc1	-6
5	COC(=O)C(C)N(C#N)c1nc(C)nc(C)n1 (stereo unspecified)	-2
9	C[N+](C)(C)c1ccc(/C=N/Nc2nc(Cl)c(C#N)c(Cl)c2Cl)cc1	9
34	CCCCC(O)(c1ccc(CC)cc1)C(CN1CCOCC1)c1ccccc1 (stereo unspecified)	10

Further results follow:
#	molecule	Jurkat NFkB inh	697 NFkB inh	CXCR6 block	CHOP UPR activ	XBP1 UPR activ
46	O=C1Oc2ccccc2C2(O)C3CCCCCC3C12 (stereo unspecified)	2	7	1	-0.6	-5
47	CC(C)(C)NC(=O)NC(=O)COC(=O)CNS(=O)(=O)/C=C/c1ccccc1	9	17	-8	1.7	1
48	Cc1ccc(Nc2nc(Oc3ccc(OCc4ccccc4)nn3)nc(N3CCOCC3)n2)cc1	0	28	23	2.2	3
49	O=C(Nc1ccc(-n2cccc2)cc1)C1CC1	-3	-6	3	3.1	1
50	COc1ccc(N(CC(=O)NC2CC2)S(=O)(=O)c2ccccc2)cc1	3	2	4	1.4	-1
51	C[C@H](NC(=O)c1ccccc1Cl)C(=O)OCCOc1ccc(Cl)cc1	19	13	-3	2.5	-3
52	Cc1ccc(C(=O)NCCn2cc(SCC(=O)N3CCOCC3)c3ccccc32)cc1	-1	-34	-4	-1.6	-3

#	Mdm2-MdmX inh	Gli-Sufu antag	CCR6 antag	EBI2 antag
46	12	-6	2	0
47	13	-11	9	-8
48	46	5	36	19
49	-4	43	4	-4
50	-10	28	2	1
51	6	3	14	12
52	17	10	1	-2

Source: PubChem
